Pf Dd2 growth: Plasmodium falciparum Dd2 growth inhibition; P. falciparum Dd2 growth, SYBR Green, 72 h; Potency, µM (top dose mostly 28.9 µM), without a hit: top-dose activity, negative = inhibition, most hits filed as inhibitors; hit rate 4.3% among 120,000; AID 1347417; active means well fitted inhibition curve with a large enough effect; inconclusive means small, poorly fitted or top-dose-only effect; inactive means no such curve, though single readings can be large or run the other way;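 further: plate controls were DMSO vehicle for no effect and reference drug for full effect; nearly all actives have a fitted effect of over 65% in size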
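Readout: SYBR Green fluorescence, 485 nm excitation, 535 nm emission, after ~16 h lysis at 37C. Before that, Dd2-infected red cells (2.5% hematocrit) grew 72 h with compound, 29 uM top final concentration.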
Active calls of the source: *; i = inactive; ? = inconclusive; [ ] = another dose, or the depositor's remark. Potency means the concentration at half of the fitted maximal effect.

| canonical_smiles | Pf Dd2 growth |
| --- | --- |
| CC(C)NC(=O)Cc1ccc(N(Cc2cccc(F)c2)C(=O)c2ccco2)cc1 | i |
| COc1cccc(CC(=O)Nc2ccc3c(c2)CN(Cc2ccccc2Cl)C(=O)C(C)O3)c1 (stereo unspecified) | -2.5% |
| CC(C)CCN1C(=O)N(CCCc2ccncc2)C(=O)C12CCN(Cc1ccc(F)cc1)CC2 | ? |
| Cc1cccc(OCC(=O)Nc2ccc3nc(Nc4cccc(Cl)c4)cc(C)c3c2)c1 | ? |
| COCc1ncc(C)n1CCNC(=O)c1cc(-c2ccc(C)cc2C)n[nH]1 | i |
| CN1C[C@H](O)C[C@H]1c1nnc2n1CCN(Cc1ccc(F)c(F)c1)C2 | -1.9% |
| CN(C)C(=O)C1CN(C(=O)C2CCCC2)CC12CCOCC2 (stereo unspecified) | -2.8% |
| Cc1c(Cl)cccc1NC(=O)CCS(=O)(=O)c1ccc(Br)s1 | 16.6% |
| CCn1ccc(C(=O)N2CCc3nnc([C@@H]4C[C@@H](O)CN4C(C)C)n3CC2)n1 | 20.6% |
| CN1Cc2nc(-c3ccc4c(c3)OCO4)ccc2OCC1=O | -15.4%[44.1 µM] |
| CCN1CCN(C(=O)CCC[C@@H]2[C@H]3CCCN4CCC[C@@H](CN2Cc2ccccc2)[C@@H]34)CC1 | ? |
| COc1ccc(CNC(=O)N2CC3CC(C2)[C@H]2CCCC(=O)N2C3)cc1 (stereo partly specified) | -4.2% |
| Cc1cc(N)n(CC(=O)N[C@@H]2COCC[C@@H]2OCc2c(C)noc2C)n1 | -21.5% |
| CCOc1ccc(C(=O)Nc2ccc3c(c2)CCCN3S(=O)(=O)c2ccc(C)cc2)cc1 | -26.2% |
| COc1ccc(CCNC(=O)c2c(C)noc2-c2ccccc2Cl)cc1OC | i |
| CN1C(=O)C(c2ccccc2)CC12CCN(Cc1ccc(F)cc1F)CC2 (stereo unspecified) | -19.2% |
| CCOc1ccc(/C=C/c2nc(C#N)c(NCCc3ccccc3)o2)cc1 | -17.5% |
| Cc1ccc(-c2cnc(NCc3ccc(C(F)(F)F)cc3)n2C)cc1 | 20.4% |
| O=C(C1CCCC1)N1CCn2c(nnc2-c2ccccc2)C1 | ? |
| COC[C@H]1CCCN1C[C@H]1CN2CC[C@H]1C[C@@H]2CNC(=O)c1ccc(N(C)C)cc1 | ? |
| Cc1oc2ccn(Cc3ccccc3F)c(=O)c2c1C(=O)NC1CCCCC1 | -21.3% |
| COCCN1C(=O)CS(=O)(=O)C12CCN(C(=O)c1cccc(OC)c1)CC2 | ? |
| Cc1ccc(-c2nc(C3CC(=O)N(c4ccc(F)cc4)C3)no2)cc1 (stereo unspecified) | 15.1% |
| COc1ccc(Cn2c(-c3cccc(Cl)c3)nc(C)c(CCO)c2=O)cc1F | -23.2% |

6 entries already listed, sorted by SMILES length, highest first.
| canonical_smiles | Pf Dd2 growth |
| --- | --- |
| COC[C@H]1CCCN1C[C@H]1CN2CC[C@H]1C[C@@H]2CNC(=O)c1ccc(N(C)C)cc1 | ? |
| COc1ccc(Cn2c(-c3cccc(Cl)c3)nc(C)c(CCO)c2=O)cc1F | -23.2% |
| Cc1ccc(-c2nc(C3CC(=O)N(c4ccc(F)cc4)C3)no2)cc1 (stereo unspecified) | 15.1% |
| COc1ccc(CCNC(=O)c2c(C)noc2-c2ccccc2Cl)cc1OC | i |
| Cc1ccc(-c2cnc(NCc3ccc(C(F)(F)F)cc3)n2C)cc1 | 20.4% |
| O=C(C1CCCC1)N1CCn2c(nnc2-c2ccccc2)C1 | ? |

Next entries:
| canonical_smiles | Pf Dd2 growth |
| --- | --- |
| COc1cccc(CN2Cc3nc(-c4c(C)noc4C)ccc3OCC2=O)c1 | i |
| CN1CCC(OCCCn2cnc3cn(C)nc3c2=O)CC1 | -4.8% |
| O=C1CCCCC(CNC(=O)C2CC2)N1 (stereo unspecified) | 28.1% |
| O=C(c1ccccc1)N1CCC2(CC(c3cccc(C(F)(F)F)c3)=NO2)C1 (stereo unspecified) | -8.8% |
| FC(F)(F)c1ccc(-c2ncc[nH]2)cc1 | ? |
| O=C(O)c1cc(-n2c(/C=C\c3ccc(F)cc3)nc3ccccc3c2=O)ccc1Cl | -12.2% |
| COCCn1ncc(N2CCC(NC(=O)c3ccc(OC)nc3)CC2)cc1=O | ? |
| CN(C)c1ccc(CNC(=O)C2(c3ccc(NS(C)(=O)=O)cc3)CCCCC2)cc1 | ? |
| COC(=O)c1ccccc1NC(=O)CCCn1c(C)c2cnn(-c3ccccc3)c(=O)c2c1C | 35.6%[activator] |
| CCC1(N2CCN(C(=O)c3ccncc3)CC2)CCN(CCC(C)C)C1 (stereo unspecified) | -16.9% |
| COc1ccc(OC)c(NC(=O)C2CCN(S(=O)(=O)c3c(C)noc3/C=C/c3ccc(C)cc3)CC2)c1 | ? |
| CCCNC(=O)N1CCOc2ccc(CN3CCc4ccccc4C3)cc2C1 | -15.3% |
| COCC(=O)NC[C@H]1CCN(Cc2cccc(C)c2)C[C@H]1N(C)C | i |
| COc1ccc(-c2nc(CN3C(=O)CN=C(c4ccccc4)c4ccccc43)c(C)o2)cc1 | ? |
| N#C/C(=C\c1c(Oc2ccc(F)cc2)nc2ccccn2c1=O)c1nc2ccccc2s1 | i |
| O=C(c1cccc(Cl)c1)N1CCn2c(nn(-c3ccncc3)c2=O)C1 | -5.7% |
| CC(CNC(=O)C1CCN(C(=O)c2cc3sccc3n2C)CC1)c1ccccc1 (stereo unspecified) | -26.3% |
| O=C(NCCc1ccccc1)N1CCCC(c2nc(C3CCOCC3)no2)C1 (stereo unspecified) | 2.2% |
| O=C(CCc1nnn2c1CN(Cc1cn[nH]c1-c1ccc(F)cc1)CC2)N1CCCC1 | -17.9% |
| Clc1ccccc1Cn1cccc1C1=NC(Cc2ccccc2)CO1 (stereo unspecified) | 15.0% |
| COc1ccc(N2CCN(C(CNC(=O)c3ccc(C)cc3)c3ccc4c(c3)OCO4)CC2)cc1 (stereo unspecified) | ? |
| CCOc1ccccc1C1NC(=O)N(CC(=O)NCc2ccc(C)cc2)C2=C1C(=O)OC2 (stereo unspecified) | i |
| O=S(=O)(N[C@H]1[C@H](O)[C@H](O)C[C@@H]1C1CCCCC1)c1ccccc1 | -22.1%[44.1 µM] |
| O=C(c1cccnc1)N1CCOC[C@H](Oc2ccc(C(F)(F)F)cn2)C1 | ? |
| COCCN1C(=O)CS(=O)C12CCN(S(=O)(=O)c1cn(C)cn1)CC2 (stereo unspecified) | 16.5% |
| Cc1ccc(Cn2c(C(=O)O)c(CNC3CCCCC3)c3ccc(C)cc32)cc1 | 2.1% |
| Cc1ccc(NC(=O)c2ccc(-c3cccc(Cl)c3C)o2)cc1 | 20.3% |
| O=C(Nc1ccc2c(c1)OCO2)c1cccn(Cc2cccc([N+](=O)[O-])c2)c1=O | 52.4%[activator] |
| COc1ccc(CN2C=C(C(=O)OCc3noc(-c4ccc(C#N)cc4)n3)C(C)=NS2(=O)=O)cc1 | ? |
| O=C(Cc1c[nH]c2ccccc12)NCC12CCCC=C1NC(=O)CC2 (stereo unspecified) | i |
| CCn1cc(C(=O)N(C)Cc2ccccc2)c(=O)c2cc(S(=O)(=O)N3CCc4ccccc4C3)ccc21 | ? |
| N#Cc1ccc(C(=O)NC2CCN(c3cc(-c4ccccc4)[nH]n3)CC2)cc1 | i |
| CCC(C)c1ccccc1OCC(=O)Nc1ccc(S(=O)(=O)Nc2cc(C)on2)cc1 (stereo unspecified) | 2.0% |
| Cc1c(C(=O)Nc2ccc(F)c(F)c2)oc2ccc(S(=O)(=O)N(C)C3CCCCC3)cc12 | ? |
| CC1CCN([C@@H]2[C@H](O)[C@H](CO)O[C@@H]2CNS(=O)(=O)c2ccc(Cl)cc2)CC1 | i |
| CN(C)CCN(C)C(=O)c1ccc2c(c1)NC(C)(COc1ccccc1)CO2 (stereo unspecified) | i |
| CN(Cc1cccc(C(F)(F)F)c1)C(=O)c1ccccc1F | ? |
| COc1ccc2c(c1)c1c(c(=O)n(-c3cccc(Cl)c3)c(=O)n1CC(=O)NCC1CCCO1)n2C (stereo unspecified) | 11.3% |
| COc1ccc(C(=O)NCC(c2cccs2)S(=O)(=O)c2ccc(C)cc2)cc1 (stereo unspecified) | -17.3% |
| COc1ccc(-c2cnc([C@@H]3COCCN3Cc3ccccc3O)[nH]2)cc1 | ? |
| CC1CCN(c2ccc(CNC(=O)c3cccc4c3CCN4C(=O)C3CC3)cc2)CC1 | -16.4% |
| CCOC(=O)c1ccc(NC(=O)C2Cc3ccccc3C(=O)O2)cc1 (stereo unspecified) | 1.5% |
| Cc1nc2c(-c3ccc(F)cc3)c(C)nn2c(C)c1CCC(=O)NCc1cccc(Cl)c1 | 14.8% |
| Cc1ccc(C)c(C(=O)N2CCC3(CC2)N=C(c2ccc(Cl)cc2)NO3)c1 | ? |
| COc1ccccc1C(=O)OCc1cc(=O)n2nc(C3CC3)sc2n1 | -4.1% |
| FC(F)(F)c1ccc(N2CCC(N[C@@H]3C[C@@H]4OCC[C@@H]43)CC2)nc1 | ? |
| COc1ccccc1-c1cc(C(=O)NCCc2ccc(Cl)cc2)nc2c1cnn2C | ? |
| Cc1cccc(NC(=O)c2c(C)cc(C)nc2SCC(=O)c2ccccc2)c1 | 39.0%[activator][0.594 µM] |
| Cc1cc(C)cc(NC(=O)N(C)CC2CCOC2)c1 (stereo unspecified) | 66.5%[activator][5.79 µM] |
| CSc1cccc(NC(=O)N[C@H]2CCN(C(=O)c3cccn3C)[C@@H]2C(=O)N[C@H](Cc2ccccc2)C(N)=O)c1 | -7.8% |
| Cc1cc(C)cc(NC(=O)C2CCN(c3nc4ccccc4nc3C(F)(F)F)CC2)c1 | 8.7% |
| CCc1cc2c(cc3c(=O)n(CCCC(=O)NCc4cccc(Br)c4)ncn32)s1 | -3.4% |
| O=C1CC2CCN(C(=O)Cc3ccccc3)CC2CCN1 (stereo unspecified) | 132.9%[activator][44.1 µM] |
| Cc1ccc(CN2CCn3c(nnc3[C@@H]3C[C@@H](O)CN3Cc3cccnc3)C2)s1 | -16.6% |
| Cc1ccccc1NC(=O)c1c2c(nc3ccccc13)C(=O)N(C1CCCCC1)C2 | i |
| O=C(c1ccoc1)N1CCN(c2cc(C3CC3)ncn2)CC(O)C1 (stereo unspecified) | -5.3% |
| Cc1ccc(CN2C[C@@H]3C(=O)N(CCc4ccccc4)C(=O)[C@@H]3C2)s1 | 3.9% |
| CCc1cccc(C)c1NC(=O)c1cnn(-c2ccc(F)cc2)c1-n1cccc1 | -5.5% |
| COc1cc2c(=O)n(CCC(=O)NCC3CCCO3)c(=O)n(CC(=O)Nc3ccc(C)cc3)c2cc1OC (stereo unspecified) | -18.8% |
| O=C(c1cccs1)N1CC2CC(C1)[C@H]1CCCC(=O)N1C2 (stereo partly specified) | 7.2% |

Following part
| canonical_smiles | Pf Dd2 growth |
| --- | --- |
| COc1ccc(Cl)cc1NC(=O)Cn1c(N2CCCCC2)nc(C)c(C)c1=O | -13.7% |
| CCn1ccnc1CN(C)C1CCCN(CCc2ccccc2)C1 (stereo unspecified) | i |
| COc1ccc(CCNC(=O)c2ccc3c(c2)ncn3-c2ccc(C(C)C)cc2)cc1OC | 11.2µM* |
| Nc1ncc(S(=O)(=O)NCc2ccccc2)cn1 | 29.6% |
| COc1cccc(N2CCN(C(=O)COc3ccc(NC(=O)C4CC4)cn3)CC2)c1 | -23.8% |
| Cc1ccc(CN2CC[C@@H]3C(=O)NCCCCCCN(Cc4ccncc4)[C@@H]3C2)o1 | ? |
| Cc1nn(C)cc1CN(C)C(=O)c1cn2ccnc(-c3ccccc3)c2n1 | -10.7% |
| Cn1nc(-c2cccs2)cc1[C@H]1CN2CC[C@H]1C[C@@H]2CNC(=O)CCCC(=O)O | ? |
| Cc1n[nH]c(C)c1CCC(=O)Nc1ccc2c(c1)C(=O)N1CCC[C@H]1C(=O)N2 | 2.7% |
| Cc1cc(C)cc(NC(=O)N2CCCC(c3noc(COc4ccccc4F)n3)C2)c1 (stereo unspecified) | i |
| O=C(C1CCCCC1)N1CCC(n2cc(-c3nc(-c4ccccc4)no3)nn2)CC1 | ? |
| Cc1ccc2onc(CC(=O)N3CCN(c4cc(Cl)ccc4C)CC3)c2c1 | 15.2% |
| CCCN(CCC)C(=O)Cn1c(=O)n(CCCCCC(=O)NCc2ccccc2Cl)c(=O)c2sccc21 | 35.2%[activator] |
| COCC(=O)NC[C@H]1C[C@@H]2CCN1C[C@@H]2c1cc(-c2ccccc2OC)nc(C)n1 | i |
| O=C(c1ccccc1F)N1CCN(c2nc3ncccc3o2)CC1 | -15.6%[44.1 µM] |
| COc1ccc(C)cc1NC(=O)C(Cc1ccccc1)NS(=O)(=O)c1cccs1 (stereo unspecified) | 3.9% |
| Fc1cccc(-n2ncc3c2ncn2nc(-c4ccccc4Cl)nc32)c1 | 59.4%[activator] |
| O=C(Cc1cccs1)N1CCCN(C(=O)C2CC2)c2ccccc21 | -15.6% |
| COc1cc2c(cc1OC1CCCC1)NC(=O)C21CCN(C(=O)C(C)C)CC1 | i |
| O=C(Cn1ccn2nc(-c3ccc(F)cc3)c(CO)c2c1=O)Nc1ccccc1C(F)(F)F | -15.3% |
| Cn1cnc2ccc(-c3cccc(C(F)(F)F)c3)nc2c1=O | 4.47µM* |
| COc1ccc2c(c1)OCC(C(=O)NCc1noc(-c3ccco3)n1)C2 (stereo unspecified) | -10.1% |
| Cc1noc(C)c1S(=O)(=O)N1CCC(C(=O)Nc2ccc(Br)cc2)CC1 | -12.2% |
| O=C(NCc1nnc2c(-c3nc(C4CC4)no3)cccn12)c1cccc(Cl)c1 | ? |
| O=C(C1CCCCC1)N1CC[C@H](c2nnc(-c3cccnc3)o2)C1 | i |
| CCOC(=O)c1c(S(=O)(=O)N2CCC(C(=O)Nc3ncccc3C)CC2)c(C)n(C)c1C | i |

Bioassay records (PubChem)

Some of the compounds tested; rates above refer to the full screens.
